TNAP activation fold: human TNAP enzyme activators, primary screen, biochemical, luminescent, no phosphate acceptor, uHTS (AID 1001). activation fold at 20 µM, or EC50 in µM where a hit was titrated. purified TNAP, luminescent activation assay, no phosphate acceptor; higher activation fold means a stronger effect. 200,000 compounds, 0.03% hits; in the data active = activation fold from about 3, or a potency from the dose series; inactive = the rest, 99 in 100 with activation fold below about 1.6; also: many of its hits are not listed in these tables
Myeloid diff MLP: induction of myeloid progenitor differentiation, primary screen, cell-based, flow cytometry, MLPCN library; ER-HoxA9 myeloid progenitors, lysozyme-GFP differentiation; calls only at 10 µM; 360,000 compounds, 1% hits;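 active = normalized GFP-positive differentiation at or above the plate's own cutoff, the solvent-only control mean plus 3 SD; inconclusive = no clear call, values can overlap the other calls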;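 also: cells exposed to compound for four days before flow analysis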
Rac1 GTP hydrolysis: MgcRacGAP GTPase-activating activity inhibitors, confirmation, biochemical, ADP Hunter fluorescence. one-dose inhibition, % at 30 µM; IC50 in µM for titrated hits. MgcRacGAP-stimulated Rac1 GTP hydrolysis, ADP Hunter fluorescence; higher % means a stronger effect; GST-tagged Rac1 F28L mutant substrate. 340,000 compounds, 0.6% hits. Rac GTPase-activating protein 1 (Homo sapiens);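 active = first-screen hits whose inhibition reached a set limit at any dose in the follow-up dose series; inconclusive = inhibition above the set first-screen limit but never retested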;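 also: fluorescence reports GDP produced by GAP-driven GTP hydrolysis; strong numbers were not always called active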
NTR1 ag: agonists of NTR1, primary screen, imaging, U2OS cells, beta-arrestin-GFP, high content (AID 493036); 330,000 compounds, 0.17% hits; NTR1-U2OS beta-arrestin-GFP spot imaging, agonist mode; activation, % at 20 µM;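 active = activation at or above 40% of the spot to cytoplasm intensity ratio, with at least 20 cells analyzed; inconclusive = wells under 20 cells, flagged as cytotoxic or low count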;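 also: 0% = DMSO without peptide and 100% = 100 nM NTR1 peptide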
Target sequence (P30989 whole entry, looked up): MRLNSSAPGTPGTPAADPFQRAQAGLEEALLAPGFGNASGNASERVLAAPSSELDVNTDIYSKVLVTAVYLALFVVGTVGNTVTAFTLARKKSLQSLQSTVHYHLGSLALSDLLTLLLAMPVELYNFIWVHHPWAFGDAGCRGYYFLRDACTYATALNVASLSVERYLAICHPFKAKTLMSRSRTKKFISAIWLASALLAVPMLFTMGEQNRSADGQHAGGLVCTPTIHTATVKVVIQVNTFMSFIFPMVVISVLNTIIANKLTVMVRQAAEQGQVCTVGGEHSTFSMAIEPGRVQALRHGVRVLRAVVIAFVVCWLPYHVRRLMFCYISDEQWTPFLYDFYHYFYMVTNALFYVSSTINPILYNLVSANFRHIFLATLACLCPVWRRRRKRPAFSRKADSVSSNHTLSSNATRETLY
Salmonella PhoP GFP: inhibitors of PhoP regulon expression, primary screen, Salmonella Typhimurium, GFP reporter (AID 1863); inhibition, % at 50 µM, or IC50 in µM where a hit was titrated; 300,000 compounds, 0.16% hits; S. Typhimurium PhoP-regulated promoter GFP reporter, 4 h; higher % means a stronger effect;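 active = inhibition over 29.93%, a cutoff 3 SD above the screen mean, later confirmed by dose response; inconclusive = inhibition over 29.93% but no dose response follow-up; inactive = inhibition at most 29.93% or unconfirmed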;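 also: 0% = low Mg2+ inducing control and 100% = high Mg2+ repressing control; strong numbers were not always called active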
Large T inhibition: SV40 large T antigen inhibitors, biochemical (AID 1903) | SV40 large T antigen ATPase/helicase inhibition assay; higher % means a stronger effect | inhibition, % at 20 µM, or IC50 in µM where a hit was titrated | 310,000 compounds, 0.39% hits; in the data active = a potency from the dose series; inconclusive = inhibition mostly from about 32% at the one dose, without a potency; inactive = the rest, 99 in 100 with inhibition below about 32%; also: strong numbers were not always called active
RSV CPE inhibition: RSV antiviral activity via CPE protection, HEp-2 cells, primary 10 µM value included (AID 2391). 310,000 compounds, 0.13% hits. HEp-2 cells, RSV-induced CPE inhibition; higher % means a stronger effect. one-dose CPE inhibition, % at 10 µM; IC50 in µM for titrated hits; in the data active = a potency from the dose series; inconclusive = CPE inhibition mostly from about 23% at the one dose, without a potency; inactive = the rest, 99 in 100 with CPE inhibition below about 21%; also: strong numbers were not always called active
UTI89 phage lysis: inhibition of K1F phage lysis, E. coli UTI89, bacterial capsule biogenesis inhibitors, alamar blue (AID 488966). 340,000 compounds, 0.02% hits. E. coli UTI89 K1F phage lysis, alamar blue, 2 h; higher % means a stronger effect. inhibition, % at 100 µM; hits with a dose series show IC50 in µM;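 active = phage lysis inhibition, versus mean bacterial control, above a set limit; inconclusive = no clear call, values can overlap the other calls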;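 also: capsule biogenesis inhibitors block K1F phage lysis so surviving cells raise fluorescence; higher fluorescence means more inhibition of phage lysis; actives were called in the ten point dose series up to 300 µM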
T cell HTS: modulators of CD8 T cell-vesicle binding, primary screen, mouse 2C CD8+ T cells, flow cytometry; 2C CD8+ T cell-vesicle binding; active compounds read low; calls only at 7 µM; 330,000 compounds, 0.068% hits;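 active = response, share of CD8 T cells binding vesicles, and their 90th percentile fluorescence all below set limits, cut at about 80% in these data, passing the limit was not always enough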
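Assay system: 2C TCR transgenic mouse naive CD8+ T cells, MACS-purified | Read-out: CD8+ gate FL2 mean fluorescence as % of same-row positive control | Signal: High-throughput flow cytometry with anti-B7-1 and anti-CD8 staining | Timing: Binding step 1.5 h, 37 °C, antibody labelling 20 min, ice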
T cell HTS vesicle-bound %: further read-out of T cell HTS, marked with its call; double positive events, %; measured here: CD8+ vesicle-bound cell fraction;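 binding gate set so that unloaded-vesicle control wells show 10% double positive cells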
NTR1 ag cell count 20 µM: second read-out of NTR1 ag, no call of its own (marks repeat the call); cell count; measured here: cell count, cytotoxicity flag
Myeloid diff MLP GFP+ MAC1+ %: recorded beside Myeloid diff MLP, whose call it bears; GFP+ MAC1+ double positive, %; measured here: differentiation confirmed by MAC1 staining
* marks the source's active call; other numbers are inactive results; [ ] = remark or other dose.

What do the screens show for `Cc1ccc(OCCn2cc(C#N)c3ccccc32)cc1`?
TNAP activation fold: 1.1; Myeloid diff MLP: inactive; Rac1 GTP hydrolysis: 11.3%; NTR1 ag: 1.7; Salmonella PhoP GFP: 2.3%; Large T inhibition: 13.5%; RSV CPE inhibition: 24.8%; UTI89 phage lysis: 0.2%; T cell HTS: inactive; T cell HTS vesicle-bound %: 43.1; NTR1 ag cell count 20 µM: 41; Myeloid diff MLP GFP+ MAC1+ %: 0.5

Results for CC(C)NC(=O)CN(C(=O)CCC(=O)Nc1nccs1)c1ccc(C(C)C)cc1 ?
Myeloid diff MLP: inactive; Rac1 GTP hydrolysis: -4.5%; NTR1 ag: -0.7; Salmonella PhoP GFP: -1.4%; Large T inhibition: 14.0%; RSV CPE inhibition: 9.8%; UTI89 phage lysis: 0.1%; T cell HTS: inactive; T cell HTS vesicle-bound %: 55.2; NTR1 ag cell count 20 µM: 62; Myeloid diff MLP GFP+ MAC1+ %: 0.1

Results for CC1=C(C(N)=O)C(c2ccccn2)n2nc(SCc3ccccc3Cl)nc2N1 (centres undefined) ?
TNAP activation fold: 1.1; Myeloid diff MLP: inactive; Rac1 GTP hydrolysis: 7.8%; NTR1 ag: -0.8; Salmonella PhoP GFP: -2.0%; Large T inhibition: 1.7%; RSV CPE inhibition: 2.4%; UTI89 phage lysis: -0.1%; T cell HTS: inactive; T cell HTS vesicle-bound %: 46.0; NTR1 ag cell count 20 µM: 98; Myeloid diff MLP GFP+ MAC1+ %: 1.1

Results for CN(C)CCCNS(=O)(=O)c1ccc(N2CCC(c3ccc(Cl)cc3)=N2)cc1 ?
TNAP activation fold: 1.7; NTR1 ag: 14.3; Salmonella PhoP GFP: inconclusive; Large T inhibition: 0.6%; RSV CPE inhibition: -2.2%; T cell HTS: inactive; T cell HTS vesicle-bound %: 15.2; NTR1 ag cell count 20 µM: 12

Results for Cc1cc(=O)n2c(n1)NC(Nc1cccc(C)c1C)=NC2c1ccc(F)cc1 (centres undefined) ?
Myeloid diff MLP: inactive; NTR1 ag: 1.0; Salmonella PhoP GFP: -2.0%; Large T inhibition: 3.5%; RSV CPE inhibition: 2.4%; T cell HTS: inactive; T cell HTS vesicle-bound %: 21.6; NTR1 ag cell count 20 µM: 43; Myeloid diff MLP GFP+ MAC1+ %: 0.4

Results for CCCc1cc(=O)n2c(nc3ccccc32)[nH]1 ?
TNAP activation fold: 0.7; Myeloid diff MLP: inactive; Rac1 GTP hydrolysis: 0.5%; NTR1 ag: -0.1; Salmonella PhoP GFP: -0.6%; Large T inhibition: -1.8%; RSV CPE inhibition: 2.5%; UTI89 phage lysis: 0.1%; T cell HTS: inactive; T cell HTS vesicle-bound %: 22.7; NTR1 ag cell count 20 µM: 49; Myeloid diff MLP GFP+ MAC1+ %: 0.4

How did CNC(=O)c1cc(C(=O)c2ccc(Cl)cc2)c[nH]1 do in these assays?
Myeloid diff MLP: inactive; Rac1 GTP hydrolysis: 16.5%; NTR1 ag: -2.3; Salmonella PhoP GFP: 10.2%; Large T inhibition: 1.9%; RSV CPE inhibition: 1.9%; UTI89 phage lysis: -0.1%; T cell HTS: inactive; T cell HTS vesicle-bound %: 66.9; NTR1 ag cell count 20 µM: 94; Myeloid diff MLP GFP+ MAC1+ %: 0.9

How did COc1ccc2ccccc2c1/C=N/NC(=S)Nc1cc(S(=O)(=O)N2CCOCC2)ccc1N1CCOCC1 do in these assays?
TNAP activation fold: 1; Myeloid diff MLP: inactive; Rac1 GTP hydrolysis: 4.0%; NTR1 ag: 2.5; Salmonella PhoP GFP: 4.2%; Large T inhibition: 9.8%; RSV CPE inhibition: 8.9%; UTI89 phage lysis: 0.8%[50 µM]; T cell HTS: inactive; T cell HTS vesicle-bound %: 57.5; NTR1 ag cell count 20 µM: 85; Myeloid diff MLP GFP+ MAC1+ %: 1.7

What do the screens show for `COC(=O)c1ccccc1NC(=O)n1cc(C)cn1`?
TNAP activation fold: 1; Myeloid diff MLP: inactive; Rac1 GTP hydrolysis: 6.2%; NTR1 ag: 2.9; Salmonella PhoP GFP: -0.5%; Large T inhibition: -3.0%; RSV CPE inhibition: 3.6%; UTI89 phage lysis: 0.1%; T cell HTS: inactive; T cell HTS vesicle-bound %: 34.5; NTR1 ag cell count 20 µM: 78; Myeloid diff MLP GFP+ MAC1+ %: 2.5

What do the screens show for `CCOc1ccc(Cl)cc1/C=N/NC(=O)c1ccccc1`?
TNAP activation fold: 1; Myeloid diff MLP: inactive; Rac1 GTP hydrolysis: 7.0%; NTR1 ag: 0.5; Salmonella PhoP GFP: -18.5%; Large T inhibition: 3.4%; RSV CPE inhibition: -0.2%; UTI89 phage lysis: 7.7%[50 µM]; T cell HTS: inactive; T cell HTS vesicle-bound %: 4.0; NTR1 ag cell count 20 µM: 70; Myeloid diff MLP GFP+ MAC1+ %: 1.3

Results for N#CCOC(=O)[C@H](Cc1ccccc1)N1C(=O)c2ccccc2C1=O ?
Myeloid diff MLP: inactive; Rac1 GTP hydrolysis: 7.0%; NTR1 ag: -0.6; Salmonella PhoP GFP: -6.3%; Large T inhibition: 18.8%; RSV CPE inhibition: 3.5%; UTI89 phage lysis: 0.1%; T cell HTS: inactive; T cell HTS vesicle-bound %: 49.5; NTR1 ag cell count 20 µM: 87; Myeloid diff MLP GFP+ MAC1+ %: 0.6

How did C#CCOc1ccc(C2C3=C(CC(C)(C)CC3=O)N(CC(=O)O)C3=C2C(=O)CC(C)(C)C3)cc1OC do in these assays?
Myeloid diff MLP: inactive; Rac1 GTP hydrolysis: 6.3%; NTR1 ag: 0.2; Salmonella PhoP GFP: -6.7%; Large T inhibition: 1.8%; RSV CPE inhibition: 0.0%; UTI89 phage lysis: 0.7%; T cell HTS: inactive; T cell HTS vesicle-bound %: 54.0; NTR1 ag cell count 20 µM: 76; Myeloid diff MLP GFP+ MAC1+ %: 0.5

How did O=C(CSc1nnc(NC(=O)C2CC2)s1)Nc1ccc(F)cc1F do in these assays?
Myeloid diff MLP: inactive; Rac1 GTP hydrolysis: 9.7%; NTR1 ag: 1.5; Salmonella PhoP GFP: -2.4%; Large T inhibition: 24.4%; RSV CPE inhibition: 1.9%; UTI89 phage lysis: -0.1%; T cell HTS: inactive; T cell HTS vesicle-bound %: 37.3; NTR1 ag cell count 20 µM: 68; Myeloid diff MLP GFP+ MAC1+ %: 1.1

Results for COc1ccc(OCC(O)CN2CCN(c3ccc(Cl)cc3)CC2)cc1 (centres undefined) ?
Myeloid diff MLP: inactive; Rac1 GTP hydrolysis: 8.1%; NTR1 ag: -0.6; Salmonella PhoP GFP: -3.5%; Large T inhibition: 18.7%; RSV CPE inhibition: inconclusive; UTI89 phage lysis: 0.2%; T cell HTS: inactive; T cell HTS vesicle-bound %: 55.1; NTR1 ag cell count 20 µM: 38; Myeloid diff MLP GFP+ MAC1+ %: 0.2

How did N#CCCN(C(=O)CN1C(=O)NC2(CCCC2)C1=O)c1ccccc1F do in these assays?
TNAP activation fold: 1.1; Myeloid diff MLP: inactive; Rac1 GTP hydrolysis: 4.6%; NTR1 ag: -2.3; Salmonella PhoP GFP: 39.9%; Large T inhibition: 7.8%; RSV CPE inhibition: 1.0%; UTI89 phage lysis: 1.6%; T cell HTS: inactive; T cell HTS vesicle-bound %: 39.1; NTR1 ag cell count 20 µM: 91; Myeloid diff MLP GFP+ MAC1+ %: 1.9

What do the screens show for `COc1cccc(CN2CCNC(=O)C2CC(=O)NCCN2CCCCC2=O)c1` (centres undefined)?
Myeloid diff MLP: inactive; Rac1 GTP hydrolysis: -2.0%; NTR1 ag: -0.2; Salmonella PhoP GFP: -14.1%; Large T inhibition: 7.0%; RSV CPE inhibition: 0.9%; UTI89 phage lysis: 0.4%; T cell HTS: inactive; T cell HTS vesicle-bound %: 8.9; NTR1 ag cell count 20 µM: 72; Myeloid diff MLP GFP+ MAC1+ %: 8.8

How did CCc1cccc(C)c1NC(=S)NCC(c1cccnc1)N1CCOCC1 (centres undefined) do in these assays?
TNAP activation fold: 1.2; Myeloid diff MLP: inactive; Rac1 GTP hydrolysis: 2.7%; NTR1 ag: 2.0; Salmonella PhoP GFP: 6.5%; Large T inhibition: 5.8%; RSV CPE inhibition: 1.6%; UTI89 phage lysis: 2.8%; T cell HTS: inactive; T cell HTS vesicle-bound %: 39.8; NTR1 ag cell count 20 µM: 65; Myeloid diff MLP GFP+ MAC1+ %: 0.8

What do the screens show for `Cc1cc(C(=O)NCc2ccc(S(N)(=O)=O)cc2)cs1`?
TNAP activation fold: 1; Myeloid diff MLP: inactive; Rac1 GTP hydrolysis: 8.2%; NTR1 ag: 0.7; Salmonella PhoP GFP: 0.9%; Large T inhibition: 0.4%; RSV CPE inhibition: -0.7%; UTI89 phage lysis: 6.8%; T cell HTS: inactive; T cell HTS vesicle-bound %: 61.0; NTR1 ag cell count 20 µM: 66; Myeloid diff MLP GFP+ MAC1+ %: 5.8

Results for COc1ccc(NS(=O)(=O)c2ccc(O)c(C(=O)OCC(=O)N3CCCCC3)c2)cc1 ?
Myeloid diff MLP: inactive; Rac1 GTP hydrolysis: 2.7%; NTR1 ag: 3.8; RSV CPE inhibition: -0.5%; UTI89 phage lysis: 1.5%[50 µM]; T cell HTS: inactive; T cell HTS vesicle-bound %: 41.5; NTR1 ag cell count 20 µM: 48; Myeloid diff MLP GFP+ MAC1+ %: 0.6

Results for COC(=O)c1ccc(C2/C(=C(/O)c3ccc(OC)cc3)C(=O)C(=O)N2CC2CCCO2)cc1 (centres undefined) ?
TNAP activation fold: 1.1; Myeloid diff MLP: inactive; Rac1 GTP hydrolysis: 0.5%; NTR1 ag: 0.1; Salmonella PhoP GFP: 9.0%; Large T inhibition: 2.3%; RSV CPE inhibition: -0.1%; UTI89 phage lysis: -2.0%; T cell HTS: inactive; T cell HTS vesicle-bound %: 27.8; NTR1 ag cell count 20 µM: 34; Myeloid diff MLP GFP+ MAC1+ %: 7.5
